GPR55 LPI antagonism: GPR55 antagonists blocking LPI-driven arrestin recruitment, primary screen, imaging, U2OS, beta-arrestin-GFP, LPI agonist (AID 2013); U2OS GPR55 beta-arrestin-GFP translocation imaging, LPI antagonism; higher % means a stronger effect; one-dose inhibition, % at 10 µM; IC50 in µM for titrated hits; actives 0.13% (n = 290,000);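 active = spots per cell inhibited over 60%, with over 100 cells counted and total cytoplasm intensity under 500,000; inconclusive = wells with under 100 cells, flagged as likely toxic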;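 also: U2OS cells stably carrying GPR55 and arrestin-GFP stimulated by 5 µM LPI near EC80; imaged beta-arrestin-GFP aggregate spots per cell after agonist stimulation; plate controls were LPI-stimulated DMSO wells for no effect and DMSO wells without LPI for full effect; some results filed as inactive read as strong as hits; confirmed hits need IC50 under 10 µM and bright autofluorescent wells are also inconclusive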
KOR beta-arrestin-1: kappa opioid receptor blockers – cell-based, luminescence, uHTS (AID 1778); KOR beta-arrestin recruitment, luminescence, antagonist mode; higher % means a stronger effect; one-dose inhibition, % at 10 µM; IC50 in µM for titrated hits; actives 0.091% (n = 290,000); in the data active = inhibition above about 50%; also: strong numbers were not always called active
GPR55 beta-arrestin: selective activators of receptor GPR55 – imaging, U2OS cells, beta-arrestin-GFP redistribution, primary screen (AID 1961). U2OS GPR55 beta-arrestin-GFP redistribution imaging; higher % means a stronger effect. one-dose activation, % at 10 µM; EC50 in µM for titrated hits. actives 0.048% (n = 290,000);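 active = activation above 40% with more than 50 cells counted in the well; inconclusive = wells holding fewer than 50 cells, flagged as toxic or sparse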;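 also: U2OS osteosarcoma cells stably expressing GPR55 and beta-arrestin-GFP; plate controls were DMSO negative control for no effect and LPI positive control for full effect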
NOD1 inhibition: NOD1 signaling inhibitors, primary screen, cell-based, luminescence, uHTS (AID 1578); NOD1-driven NF-kB luciferase reporter cells, luminescence; higher % means a stronger effect; one-dose inhibition, % at 4 µM; EC50 in µM for titrated hits; actives 1% (n = 290,000); in the data active = inhibition mostly above about 36%, no sharp cut-off; inactive = mostly below about 34%;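 also: HEK-293T reporter cells stimulated with the NOD1 agonist gamma-tri-DAP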
Siah-1 displacement: Siah-1 peptide-binding antagonists, primary screen, biochemical, fluorescence polarization, rhodamine-plectin, uHTS (AID 1817) | Siah-1 / rhodamine-plectin peptide fluorescence polarization; higher % means a stronger effect | one-dose displacement, % at 20 µM; IC50 in µM for titrated hits | actives 0.02% (n = 290,000);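 active = displacement of at least 50% at 20 µM, with a fluorescence ratio check between 0.3 and a set limit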;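 also: plate controls were Siah plus tracer with DMSO for no effect and tracer alone without Siah for full effect; strong numbers were not always called active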
HIV peptide binding: inhibitors of HIV fusion peptide binding, primary screen, biochemical, uHTS, fluorescence dequenching (AID 1986) | actives 0.3% (n = 290,000) | one-dose inhibition, % at 20 µM; IC50 in µM for titrated hits | cell-free peptide binding, fluorescence dequenching, 30 min; higher % means a stronger effect; in the data active = inhibition mostly above about 52%, no sharp cut-off; inactive = mostly below about 76%; also: some results filed as inactive read as strong as hits
AID2073: inhibitors of Mint1-CaV2.2 protein interaction, biochemical, HTRF (AID 2073) | HTRF protein-protein interaction, Mint1-CaV2.2; higher % means a stronger effect | one-dose inhibition, % at 20 µM; IC50 in µM for titrated hits | actives 0.19% (n = 290,000); in the data active = inhibition mostly above about 51%, no sharp cut-off; inconclusive = no clear call, values can overlap the other calls; inactive = mostly below about 53%; also: some results filed as inactive read as strong as hits
KOR beta-arrestin-2: kappa opioid receptor activators – cell-based, luminescence, uHTS, primary screen (AID 1777); KOR beta-arrestin recruitment, luminescence; higher % means a stronger effect; actives 0.02% (n = 280,000); activation, % at 10 µM; hits with a dose series show EC50 in µM; in the data active = activation above about 50%, passing the limit was not always enough; also: a part of the inactive calls stands beside numbers as strong as those of hits
GPR35 arrestin U2OS: inhibition of zaprinast-stimulated GPR35 beta-arrestin translocation – imaging, U2OS, beta-arrestin-GFP, zaprinast agonist, primary screen (AID 2058). U2OS GPR35 beta-arrestin-GFP translocation imaging, zaprinast antagonism; higher % means a stronger effect. inhibition, % at 10 µM; hits with a dose series show IC50 in µM. actives 0.052% (n = 290,000);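 active = inhibition of at least 50% with at least 30 cells and total cytoplasm GFP at most 10,000,000; inconclusive = under 30 cells or total GFP of 10,000,000 plus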
An asterisk follows results filed as active; ? = inconclusive; / = no result given; [ ] = remark or other dose.

nr	compound	Siah-1 displacement	GPR55 LPI antagonism	KOR beta-arrestin-1	HIV peptide binding	KOR beta-arrestin-2	AID2073	GPR35 arrestin U2OS	GPR55 beta-arrestin	NOD1 inhibition
1	N#C/C(=C(/O)CN1CCCC1)c1nc(-c2ccccc2)cs1	0%	-6%	-29%	2.9%	2.9%	-29%	7%	-0.2%	-16%
2	O=C(Nc1ccc(NC(=O)c2ccco2)cc1)c1cnccn1	2%	-1%	16%	0.1%	-0.7%	-5%	-8%	-0.2%	-23%
3	COc1cccc(/C=N/N2C(=O)C3C4c5ccccc5C(c5ccccc54)C3C2=O)c1OC (configuration not stated)	4%	2%	24%	-1.7%	-3.2%	7%	19%	-0.1%	5%
4	CN(CCCCCCN(C)Cc1ccccc1O)Cc1ccccc1O	-3%	11%	-32%	-1.5%	3.8%	11%	17%	0.4%	43%
5	CC(=Nc1ccc(C)c(C)c1)C1=C(O)CSC1=O	-2%	11%	12%	6.8%	-1.7%	5%	-7%	0.7%	-57%
6	CCOC(=O)C1CCCN(CCC(=O)Nc2cccc(Cl)c2C)C1 (configuration not stated)	2%	0%	-2%[20 µM]	0.9%	/	-3%	0%	-0.2%	-16%
7	CSc1ccccc1NC(=O)CN(C)CC(=O)Nc1ccccc1F	7%	3%	/	1.3%	-1.1%	-5%	-5%	0.6%	-10%
8	CC(C)N1CCN(Cc2cccc(-n3cccn3)c2)CC1CCO (configuration not stated)	0%	5%	-26%	-0.6%	-7.4%	0%	-4%	-0.1%	-13%
9	N#CC1(c2ccc(NC(=O)c3ccccc3F)cc2)CCCC1	-4%	6%	3%	1.8%	-2.0%	19%	-10%	0.3%	-34%
10	COc1ccc(Nc2oc(COc3ccc(Cl)cc3)nc2C#N)cc1	1%	20%	7%	2.2%	-3.2%	2%	10%	0.0%	57%
11	CCCCCCCCCC(=O)NNC(=O)c1c(O)c2ccccc2n(CC)c1=O	-5%	15%	-28%	-0.5%	1.4%	22%	3%	0.2%	-34%
12	Cc1ccc(-c2nc(CN(C)C3CCOC3)c(C)o2)s1 (configuration not stated)	6%	1%	-15%	1.0%	-2.5%	7%	10%	0.8%	-52%
13	CCN(CC)S(=O)(=O)c1ccc(OC)c(N)c1	3%	-8%	-4%	-0.3%	0.0%	-5%	5%	0.7%	-35%
14	CCOC(=O)N1CCN(CCC(=O)c2ccc(Cl)cc2)CC1	-5%	-9%	-12%	1.1%	0.1%	-5%	5%	-0.1%	35%
15	CCOC(=O)C1CCN(S(=O)(=O)c2ccc3c(c2)CC(C)N3C(=O)C2CC2)CC1 (configuration not stated)	3%	-4%	-17%	-1.2%	-3.7%	?	11%	-0.1%	9%
16	Cn1ncc(C#N)c1/N=C/N1CCCC1	1%	6%	-13%	1.7%	-3.8%	1%	-6%	-0.1%	3%
17	CCC1=NN(C(=O)CCc2ccc3c(c2)OCO3)C(O)(C(F)(F)F)C1 (configuration not stated)	5%	-6%	-2%	-1.4%	-3.6%	-14%	8%	0.2%	-39%
18	CCSc1ncc(Cl)c(C(=O)Nc2ccccc2OC)n1	-5%	8%	-59%[20 µM]	-1.6%	6.8%	15%	22%	-0.1%	-2%
19	CCn1cc(C(=O)NCC2CCCO2)c(=O)c2cc(S(=O)(=O)N3CCCCC3)ccc21 (configuration not stated)	-1%	-11%	1%	-0.9%	0.8%	-5%	6%	-0.1%	18%
20	COc1ccc(COc2cc(-c3cccc(OC)c3)nc3ccc(NC(=O)c4ccc(C)cc4)cc23)cc1	6%	-3%	-13%	0.7%	-1.0%	37%	0%	0.7%	32%
21	Oc1ccccc1CNc1cnc2ccccc2c1	7%	3%	1%	0.0%	0.6%	80%	-1%	-0.3%	-2%
22	COc1ccc(C)cc1N(CC(=O)NCCSCc1ccco1)S(=O)(=O)c1ccc(C)cc1	-3%	-6%	-6%	0.4%	3.7%	8%	-12%	0.3%	-7%
23	COc1cc(/C=C2/C(=O)N(c3ccc(C(=O)O)cc3)N=C2C)cc(OC)c1O	4%	4%	50%	58%	-4.7%	-22%	-8%	-0.2%	-4%
24	Cc1ncc(CN2CCC(CO)(CCc3ccccc3)CC2)s1	-2%	13%	-5%	2.5%	4.7%	-2%	-10%	0.5%	-18%
25	COc1ccc(OCc2cccc(C(=O)O)c2)cc1	-2%	39%	31%	6.4%	4.6%	-6%	-8%	0.2%	102%*
26	O=C1OC(c2ccccc2)c2ccccc21 (configuration not stated)	-1%	9%	-41%	0.3%	-0.1%	-3%	-8%	-0.2%	-9%
27	CCN(C(=O)COC(=O)c1cc(OC)c(OC)cc1[N+](=O)[O-])C1CCS(=O)(=O)C1 (configuration not stated)	9%	11%	17%	-1.7%	-6.7%	?	-9%	2.5%	-15%
28	CC(NC(=O)Cc1ccc(-c2ccccc2)cc1)c1ccccc1 (configuration not stated)	-3%	3%	25%	0.4%	6.2%	-15%	-3%	-0.1%	-19%
29	COc1ccccc1NC(=O)CSc1nnc(COc2ccc(Cl)cc2)n1Cc1ccco1	-2%	1%	-21%	0.2%	5.9%	4%	6%	-0.3%	12%
30	COC(=O)c1nn(Cc2ccccc2)c(=O)c2ccccc12	-8%	17%	12%	-1.1%	-2.2%	-2%	15%	0.6%	-11%
31	CC(=O)Nc1ccc(S(=O)(=O)N2CCN(Cc3ccccc3[N+](=O)[O-])CC2)cc1	1%	9%	10%	-2.2%	-2.5%	-13%	-17%	-0.3%	25%
32	CCCSc1nnc(CNC(=O)C23CC4CC(CC(C4)C2)C3)n1Cc1ccccc1	4%	2%	24%	-0.5%	-0.4%	8%	-12%	-0.2%	-36%
33	COc1ccc(C(C(=O)NC(C)(C)C)N(C(=O)CCC(=O)Nc2cc(C)on2)c2cccc(C)c2C)cc1 (configuration not stated)	-2%	-14%	-16%	-0.6%	-2.5%	-4%	4%	-0.1%	-15%
34	Cc1ccc(S(=O)(=O)CCC(=O)Nc2nc(C(C)(C)C)cs2)cc1	3%	9%	-6%	0.0%	-7.4%	6%	-18%	-0.1%	0%
35	O=C(C1=NN[C@@H]2C(=O)N(c3cccc(F)c3)C(=O)[C@H]12)c1ccc2ccccc2n1	4%	2%	12%	7.9%	-3.8%	3%	-3%	-0.1%	-47%
36	CCC(=O)N(Cc1cc2cc(OC)ccc2[nH]c1=O)c1ccc(C)cc1	2%	-1%	-32%[20 µM]	1.9%	3.9%	9%	0%	0.0%	-16%
37	Cc1cccc(C(C(=O)NC2CCCC2)N(C(=O)c2csnn2)C2CC2)c1 (configuration not stated)	-1%	-4%	-28%	1.2%	4.0%	-2%	-3%	0.3%	-31%
38	O=C(CNC(=S)NC(=O)C1CCCCC1)c1ccccc1	4%	3%	20%	3.0%	-4.4%	-5%	-4%	-0.3%	-15%
39	Cc1ccc(Nc2nc(N)nc(CN3CCN(Cc4ccc5c(c4)OCO5)CC3)n2)cc1Cl	4%	-18%	-18%	0.7%	5.4%	-6%	16%	-0.3%	-2%
40	CCOC(=O)CCn1c(=O)c2c(nc(Br)n2Cc2ccccc2)n(C)c1=O	-6%	1%	-135%	0.6%	9.5%	-1%	-1%	-0.1%	6%
41	COc1ccc(/C=N/NC(=O)CCn2c3ccccc3c3ccccc32)cc1O	3%	-14%	-51%	-1.0%	4.3%	18%	-3%	-0.2%	-16%
42	O=[N+]([O-])c1cc(-c2ccn[nH]2)ccc1Cl	-2%	-4%	-19%	-1.4%	1.4%	23%	-15%	1.6%	-17%
43	Cc1cccc(NC(=O)c2cccc(NC(=O)Cc3cccs3)c2)c1	4%	8%	17%	2.1%	-7.5%	12%	2%	-0.2%	-49%
44	C=CCn1c(SCc2c(F)cccc2Cl)nnc1-c1ccco1	2%	1%	19%	-1.3%	3.0%	-6%	4%	-0.2%	6%
45	CCC(C)NC(=O)C1CC(=O)N(CCc2ccc(F)cc2)C1 (configuration not stated)	-2%	-12%	-30%	0.0%	1.6%	8%	-2%	-0.2%	38%
46	CC1Sc2ccc(S(=O)(=O)N3CCC(C(N)=O)CC3)cc2NC1=O (configuration not stated)	0%	1%	-14%	-0.5%	6.5%	10%	25%	-0.4%	2%
47	Cc1nc2nc(SCc3nc4ccccc4[nH]3)[nH]c2cc1Br	1%	-5%	19%	-0.6%	1.9%	3%	6%	-0.2%	-4%
48	CSc1ccccc1NC(=O)c1ccc(N2CC3CC(C2)c2cccc(=O)n2C3)c(NC(=O)c2ccncc2)c1 (configuration not stated)	0%	6%	-42%	0.7%	-3.6%	12%	5%	0.1%	-1%
49	O=C1CC(c2cccs2)CC(O)=C1C=NCCN1CCNCC1 (configuration not stated)	4%	3%	6%	4.7%	-6.0%	-6%	2%	0.3%	-37%
50	CCc1nc2ccccc2n1CC(=O)N(C(C)CC)C1CCS(=O)(=O)C1 (configuration not stated)	0%	-1%	/	-1.7%	/	-2%	6%	-0.2%	6%
51	CCN(CC)CCCNC(=O)c1cc(Nc2ccc(OC)cc2)nc2ccccc12	-5%	7%	-40%	-0.9%	3.7%	-2%	-8%	0.0%	-1%
52	COc1ccc(-n2c3c(cc(C(=O)N4CCCCC4)c2=O)C(=O)CC(C)(C)C3)cc1	-2%	-7%	4%	1.1%	-1.4%	9%	-3%	0.1%	-22%
53	Cc1ccc(C(=O)Nc2ccc(F)cc2F)o1	-8%	-4%	1%	-0.1%	-7.3%	3%	10%	-0.1%	-13%
54	O=C(O)c1ccccc1Nc1ccc2nonc2c1[N+](=O)[O-]	6%	1%	28%	-1.9%	0.5%	5%	-5%	0.5%	1%

Quoted at random: 2 compounds from above
nr	compound	Siah-1 displacement	GPR55 LPI antagonism	KOR beta-arrestin-1	HIV peptide binding	KOR beta-arrestin-2	AID2073	GPR35 arrestin U2OS	GPR55 beta-arrestin	NOD1 inhibition
19	CCn1cc(C(=O)NCC2CCCO2)c(=O)c2cc(S(=O)(=O)N3CCCCC3)ccc21 (configuration not stated)	-1%	-11%	1%	-0.9%	0.8%	-5%	6%	-0.1%	18%
3	COc1cccc(/C=N/N2C(=O)C3C4c5ccccc5C(c5ccccc54)C3C2=O)c1OC (configuration not stated)	4%	2%	24%	-1.7%	-3.2%	7%	19%	-0.1%	5%

From PubChem

A portion of the library, so the mix of outcomes need not match the whole.
